# Assay outcomes from PubChem BioAssay.
# SENP8 block-1 – blocks human SENP8 cleavage of Nedd8 substrate; Q96LD8; recombinant SENP8, Nedd8 substrate fluorescence; inhibition, % at 20 µM; 360,000 tested, 0.64% active; AID 602440; in the data active = inhibition mostly above about 40%, no sharp cut-off; inactive = mostly below about 27%
# Target sequence (Q96LD8 whole entry, looked up): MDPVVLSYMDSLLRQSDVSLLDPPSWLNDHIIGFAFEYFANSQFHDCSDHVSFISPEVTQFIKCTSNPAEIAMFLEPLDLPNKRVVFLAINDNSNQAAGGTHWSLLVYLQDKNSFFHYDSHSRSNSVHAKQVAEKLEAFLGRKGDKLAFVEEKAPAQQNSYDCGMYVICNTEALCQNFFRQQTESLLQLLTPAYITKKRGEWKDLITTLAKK
# SENP6 block – blocks the human protease SENP6; Recombinant SENP6 catalytic domain, aminoluciferin luminescence; inhibition, % at 10 µM; 330,000 tested, 1.8% active;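 active = inhibition above about 50% at the single tested dose, limit read from the data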;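 note: plate controls were DMSO wells with enzyme for no effect and DMSO wells lacking enzyme for full effect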
# PfG6PD inh – PfG6PD (Plasmodium falciparum) enzyme inhibition; AID 504690; 350,000 tested, 0.78% active; PfGluPho enzyme, NADPH resazurin-diaphorase fluorescence; inhibition, % at 20 µM;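 active = inhibition reaching at least a set limit at 20 µM in the primary screen, cut at about 59% in these data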;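 note: 0% = DMSO wells with substrate and 100% = DMSO wells lacking glucose-6-phosphate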
# SENP1 FRET inh – blocks the human SENP1 SUMO protease catalytic domain. Q9P0U3. recombinant SENP1 catalytic domain, CyPet-SUMO1-YPet FRET cleavage. inhibition, % at 10 µM. 360,000 tested, 0.21% active;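 active = inhibition at least 30% at 10 µM, raw YFP signal under a set limit, fluorescence ratio 0.5 to 1.5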;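 note: 0% = enzyme with DMSO and 100% = no enzyme wells; some results filed as inactive read as strong as hits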
# Target sequence (Q9P0U3 419-644 limits assumed): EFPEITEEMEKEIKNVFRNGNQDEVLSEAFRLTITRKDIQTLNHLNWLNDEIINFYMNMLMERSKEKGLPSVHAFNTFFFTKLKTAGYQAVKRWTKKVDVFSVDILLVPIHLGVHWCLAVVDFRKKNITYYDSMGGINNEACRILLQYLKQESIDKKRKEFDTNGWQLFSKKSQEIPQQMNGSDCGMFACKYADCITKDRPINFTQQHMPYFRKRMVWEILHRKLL
#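 Test system: hSENP1 catalytic domain, recombinant; Amount: 20 pM final SENP1 enzyme; Medium: Tris pH 8 buffer plus EDTA, NaCl, BME, BSA, NP40, catalase; Schedule: 50 min enzyme reaction, room temperature, light-protected; Technique: FRET fluorescence in CFP and YFP emission channels; Controls: no-enzyme wells low, DMSO-plus-enzyme wells high control.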
# HKDC1 inhibitor – HKDC1 (human) hexokinase inhibition. AID 493160. inhibition, % at 20 µM. recombinant HKDC1, G6PDH/diaphorase resazurin coupled fluorescence. 340,000 tested, 0.16% active. Q2TB90;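 active = inhibition above about 35% when tested at 20 µM, limit read from the data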;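 note: plate controls were DMSO wells with enzyme for no effect and DMSO wells lacking enzyme for full effect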
#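 Assay system: recombinant HKDC1 hexokinase; detection: coupled resazurin fluorescence, excitation 525 nm, emission 613 nm; benchmarks: DMSO-plus-enzyme-mix negative control, buffer-substituted positive control; compound dosing: single 20 µM dose; schedule: 90 min at room temperature in dark; also added: glucose plus 1 mM ATP as hexokinase substrates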
# SENP8 block-2 – inhibitors of human SENP8 protease. Q96LD8. purified SENP8, Z-RLRGG-aminoluciferin cleavage, luminescence. inhibition, % at 10 µM. 330,000 tested, 1.2% active. AID 2540; in the data active = inhibition above about 50%
# SENP7 block – SENP7 protease inhibition; inhibition, % at 5 µM; 330,000 tested, 1.5% active; recombinant SENP7, Z-RLRGG-aminoluciferin luminescence, 40 min; Q9BQF6; AID 434973;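 active = inhibition above about 50% at the single test dose, limit read from the data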;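 note: plate controls were DMSO with enzyme for no effect and no enzyme buffer wells for full effect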
# Target sequence (Q9BQF6 706-1050 limits assumed): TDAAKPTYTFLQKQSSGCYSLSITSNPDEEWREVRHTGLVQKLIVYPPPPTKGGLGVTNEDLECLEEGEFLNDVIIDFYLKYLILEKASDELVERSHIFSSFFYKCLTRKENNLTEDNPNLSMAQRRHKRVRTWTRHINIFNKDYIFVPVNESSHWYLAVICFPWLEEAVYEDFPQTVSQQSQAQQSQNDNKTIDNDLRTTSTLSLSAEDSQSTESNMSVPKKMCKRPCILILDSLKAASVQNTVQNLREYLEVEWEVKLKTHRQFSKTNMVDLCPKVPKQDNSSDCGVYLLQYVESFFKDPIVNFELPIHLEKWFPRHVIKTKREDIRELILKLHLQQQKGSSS
# MIN6 prolif – inducers of beta-cell replication in MIN6 cells; 330,000 tested, 0.29% active; MIN6 cells proliferation, ATPlite luminescence, 48 h; cells starved in 0.2% serum; 100% = growth in 10% serum; proliferation, % at 10 µM;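 active = compounds whose signal lies at least 3.5 SD above the mean of all wells on their plate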;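 note: 0% = DMSO-treated cells in low-serum medium and 100% = 10% serum control; some compounds called inactive have numbers as strong as hits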
# UBC13 inh – human UBC13 polyubiquitination inhibition; P61088; UBC13 polyubiquitin chain formation, TR-FRET; inhibition, % at 20 µM; 330,000 tested, 0.47% active; AID 485273; in the data active = inhibition above about 45%, passing the limit was not always enough
# Target sequence (P61088 whole entry, looked up): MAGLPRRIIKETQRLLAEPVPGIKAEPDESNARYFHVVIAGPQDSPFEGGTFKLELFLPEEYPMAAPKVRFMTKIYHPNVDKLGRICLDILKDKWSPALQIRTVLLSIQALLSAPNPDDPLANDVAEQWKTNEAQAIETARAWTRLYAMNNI
# * = called active by the depositor; x = not tested or not shown.
SMILES	SENP8 block-1	SENP6 block	PfG6PD inh	SENP1 FRET inh	HKDC1 inhibitor	SENP8 block-2	SENP7 block	MIN6 prolif	UBC13 inh
O=C(Nc1c(-c2cccs2)nc2ccccn12)c1ccccc1F	7	-10	-8	2	-6	-6	1	3	6
O=C(Cc1nc2ccccc2[nH]c1=O)c1ccccc1	-238	x	9	-35	-1	x	x	x	x
O=C(CN(Cc1ccco1)C(=O)CNS(=O)(=O)c1ccccc1)NC1CCCCC1	14	x	-4	1	-7	x	x	x	x
CCOC(=O)c1c(NC(=O)c2cccnc2Cl)sc(C(=O)N(C)C)c1C	-17	-11	-3	3	8	-6	-1	3	0
Cc1ccc(-n2nnc3c(=O)n(CC(=O)N4CCCC4)cnc32)cc1	18	-11	-3	0	-2	-9	-8	-1	-19
CC(=O)NCC(=O)OCC(=O)c1ccc(C)cc1	19	2	-7	-1	-10	-1	2	2	2
Cc1cc(=O)oc2cc(OCC(=O)N3CCN(C(=O)c4ccco4)CC3)ccc12	-227	-10	7	1	2	-7	4	0	2
CCN1CCN(CC(=O)Nc2cc(C)on2)CC1	-7	-15	-19	0	-1	-13	-3	0	-1
O=C(O)c1ccc(N/N=C/c2ccc(-c3cccc(Cl)c3)o2)cc1	-449	1	-11	-46	-1	58*	13	-3	6
Cc1noc(C)c1/C=N/Nc1ccccn1	2	0	-4	1	0	-10	1	-3	-7
O=C(CCCOc1ccccc1)Nc1cccc(S(=O)(=O)N2CCCCCC2)c1	15	9	-4	0	9	-1	5	-1	4
COC(=O)[C@H](Cc1c[nH]c2ccccc12)NC(=O)Nc1ccccc1OC	19	-35	0	2	-1	-9	-2	-3	-3
COc1ccc(S(=O)(=O)NCC(=O)N(CC(=O)NCC2CCCO2)c2c(C)cccc2C)cc1 (stereo not given)	24	-6	-20	0	-5	5	3	-2	4
O=C1CC(=O)C(n2cncn2)C(c2c(F)cccc2Cl)C1 (stereo not given)	-2	13	-2	1	-9	6	4	1	8
COc1cc(OC)c(OC)cc1CNC(=O)c1cc(=O)[nH]c2ccccc12	-9	14	-8	1	4	-1	7	1	2
COc1ccc(C2=NN(c3ccccc3)C(=O)/C2=C\c2ccc(O)c(OC)c2)cc1	55*	17	-18	3	21	1	16	-3	-144
O=C(CCN1C(=O)/C(=C/c2ccccc2Cl)SC1=S)Nc1ccccc1C(=O)O	20	-2	-16	3	16	11	4	-2	-5
O=C1NC(=Nc2ccc(Cl)cc2)SC1Cc1cc(Cl)ccc1Cl (stereo not given)	21	-3	-12	1	-6	-2	-2	-6	3
CCOC(=O)C(=O)Nc1cc([N+](=O)[O-])ccc1C	7	17	-7	2	0	0	-1	-2	0
CCOc1cc(C2C3=C(CC(C)(C)CC3=O)N(CCOC)C3=C2C(=O)CC(C)(C)C3)ccc1OC	-206	-2	-4	-39	-4	-4	-4	2	0

# 2 entries drawn at random from the list so far:
SMILES	SENP8 block-1	SENP6 block	PfG6PD inh	SENP1 FRET inh	HKDC1 inhibitor	SENP8 block-2	SENP7 block	MIN6 prolif	UBC13 inh
Cc1ccc(-n2nnc3c(=O)n(CC(=O)N4CCCC4)cnc32)cc1	18	-11	-3	0	-2	-9	-8	-1	-19
COc1ccc(S(=O)(=O)NCC(=O)N(CC(=O)NCC2CCCO2)c2c(C)cccc2C)cc1 (stereo not given)	24	-6	-20	0	-5	5	3	-2	4

# Quoted from the listing:
# In PfG6PD inh, CC(=O)NCC(=O)OCC(=O)c1ccc(C)cc1 is entered as -7
# In PfG6PD inh, O=C(Nc1c(-c2cccs2)nc2ccccn12)c1ccccc1F is entered as -8
# In SENP8 block-2, CCN1CCN(CC(=O)Nc2cc(C)on2)CC1 is entered as -13
# In HKDC1 inhibitor, O=C1CC(=O)C(n2cncn2)C(c2c(F)cccc2Cl)C1 (stereo not given) is entered as -9

# (listing goes on)
SMILES	SENP8 block-1	SENP6 block	PfG6PD inh	SENP1 FRET inh	HKDC1 inhibitor	SENP8 block-2	SENP7 block	MIN6 prolif	UBC13 inh
CCC(C)NC(=O)CN(C)S(=O)(=O)c1ccc2c(c1)c(=O)n(C)c(=O)n2C (stereo not given)	2	-12	-14	2	7	8	3	-4	0
COc1cc(NC(=O)CCCNC(=O)Cn2cnc3sc(C)c(C)c3c2=O)cc(OC)c1OC	-3	-10	-3	-3	-1	2	-1	-3	6
O=C(COc1ccc2c(-c3ccccc3)cc(=O)oc2c1)NCCN1CCOCC1	-25	0	-7	-2	0	-3	-3	-2	-6
COc1cccc(CC(NC(C)=O)C(=O)NC2CCN(S(=O)(=O)c3ccc(F)cc3)CC2)c1OC (stereo not given)	20	3	-13	3	1	6	2	0	-1
CN1CCN(C(=O)c2ccc(Cl)c(S(=O)(=O)N3CCCCCC3)c2)CC1	16	-14	-13	2	-8	-10	-9	0	-12
CCCc1oc2c(c(=O)c1CC)C(=O)CC(C)(C)C2	4	-1	-14	0	-8	1	2	-1	8
Cc1c(NC(=O)c2cccc(NC(=O)Cc3c(F)cccc3Cl)c2)c(=O)n(-c2ccccc2)n1C	1	6	-8	-4	-3	-4	9	7	12
FC(F)(F)C1CC(c2cccs2)Nc2ncnn21 (stereo not given)	1	0	3	-1	-6	1	11	0	-3
COC(=O)c1cnc(SC)nc1C	10	0	-4	-2	-7	-16	-10	-2	-5
Cc1ccc(C)c2c1[nH]c1ccccc12	-13	-6	21	-2	3	-8	-2	-1	-11
Cc1cccc(N2CCN(C(=O)CSc3nc4ccccc4nc3N3CC(C)OC(C)C3)CC2)c1C (stereo not given)	-58	-6	20	-2	2	0	6	-6	22
COc1cccc(C2c3c(C)nn(-c4ccc([N+](=O)[O-])cc4)c3N=C3C(=O)Nc4ccccc4N32)c1 (stereo not given)	-57	-15	14	-37	1	3	1	-7	-9
Cc1c(NS(=O)(=O)c2ccc(NC(=O)CCC(=O)O)cc2)c(=O)n(-c2ccccc2)n1C	18	-11	-7	1	-6	-2	17	-4	1
O=C(COc1c(CO)cc(Br)cc1CO)NC1CCCc2ccccc21 (stereo not given)	7	7	-18	2	-18	0	3	1	11
CCCCC(O)(CCCC)C(=O)NN(C(=O)c1cccnc1Cl)c1ccccc1	11	-6	-6	2	0	1	2	-2	4
Cc1cccc2c1cnn2C(=O)Nc1ccccc1Cl	8	18	6	-2	-1	-4	3	-5	4
O=C(Cn1cccc1C(=O)c1ccccc1)NCc1ccco1	-5	4	-18	0	-10	6	6	1	2
COCCOC(=O)C(C#N)c1nc2ccccc2nc1N1CCCC1 (stereo not given)	-393	7	-17	-32	-1	-7	3	3	-9
Cc1ccc(C(=O)O)cc1NS(=O)(=O)c1ccc2c(c1)oc(=O)n2C	20	9	10	22	2	-3	6	-3	2
COc1cccc(NC(=O)COc2cc(C)cc3oc(=O)cc(C)c23)c1	-164	7	-4	1	2	-11	-5	3	8
Cc1ccc(SC(CC(=O)c2ccc(F)cc2)C(=O)O)cc1 (stereo not given)	17	0	-14	1	2	-5	3	-7	-7
CCC(C(=O)NC1CCCC1)N(Cc1ccco1)C(=O)Cn1nnc(-c2ccc(C)cc2)n1 (stereo not given)	15	18	11	2	-4	4	-6	-3	11
CCN(C[C@H]1N[C@@](CC)(C(=O)OC)[C@H]2C(=O)N(C)C(=O)[C@@H]12)S(=O)(=O)c1ccc(OC)cc1	-8	-21	0	0	-2	-12	-10	-1	-11
O=S(=O)(Nc1ccccn1)c1ccc(Br)cc1	-111	-6	-10	0	0	-3	3	0	7
C(=N\Nc1ccc2ccccc2n1)/c1ccc2c(c1)OCCO2	-393	78*	26	-5	14	84*	-4	-6	8
CCOC(=O)/C=C/C(=O)OCC(=O)Nc1cccc(Cl)c1Cl	9	-8	3	3	10	-3	-7	2	6
Cc1ccccc1Cn1cc(NC(=O)c2cc(-c3cccs3)on2)cn1	7	7	1	2	-5	2	0	5	41
COc1ccc(C(=O)N2CCCC(Nc3ccc(C)c(C)c3)C2)c(OC)n1 (stereo not given)	-5	-6	-1	-2	2	-1	0	-4	-2
Cc1nc(NC(=O)c2cncc(Br)c2)ccc1Br	-5	6	-2	0	-1	12	1	-1	-2
O=Cc1ccc(Oc2cccc(C(F)(F)F)c2)nc1	15	7	-8	1	-12	-3	3	0	3
CN(C)C(CNC(=O)C1CCN(S(=O)(=O)c2ccccc2C(F)(F)F)CC1)Cc1ccccc1 (stereo not given)	8	1	2	-2	0	0	-3	3	4
CC(Oc1ccc(C(C)(C)C)cc1)C(=O)NCC(c1ccco1)N1CCCC1 (stereo not given)	4	-12	1	-5	-3	-4	-8	-5	0
COc1ccc(OC)c(NC(=O)CCCNC(=O)Cn2cnc3sc(C)c(C)c3c2=O)c1	10	2	-2	1	-2	-3	2	1	5
O=C(Cc1ccccc1)N/N=C/c1ccc[nH]1	13	-8	6	0	1	-4	-10	1	-13
CCOc1ccccc1NC(=O)C(=O)N/N=C/c1cc(Br)ccc1O	0	-13	-23	49	-13	-11	-3	-4	-20
CS(=O)(=O)N(CC(N)=O)c1ccc2c(c1)OCO2	17	-9	-11	0	-6	-6	-5	-1	0
CCOc1cccc(-c2cc(C(=O)NN)[nH]n2)c1	17	12	4	0	0	6	5	-3	3
COc1cc(/C=C2/CC/C(=C/c3ccc(O)c(OC)c3)C2=O)ccc1O	-20	11	28	-39	12	6	3	-5	-58
Cc1cc(C(=O)NC2CCCCC2)c2cc(F)ccc2n1	-1	-4	-5	-1	-8	2	8	0	-7
CC1CN(C(=O)COC(=O)/C=C/c2cccc([N+](=O)[O-])c2)CC(C)O1 (stereo not given)	1	-6	-4	0	-6	7	-5	-5	-6
O=C(O)COc1ccccc1C(Nc1cccnc1)c1cc(Cl)c2cccnc2c1O (stereo not given)	11	2	1	-2	8	4	0	1	-20
CCOc1ccc(C(=O)NC2CCCCCCC2)cc1	14	28	3	1	0	14	50	-4	-12
O=C(O)[C@H]1CCCN1C(=O)c1ccccc1N1C(=O)[C@@H]2Cc3c([nH]c4ccccc34)C(c3cccc(Cl)c3)N2C1=O (stereo not given in full)	-5	-2	0	-77	3	1	1	-2	-18
COCCCNCCOCCOc1ccccc1-c1ccccc1	11	-9	-8	0	-11	-6	-1	-2	18
CC(C)OC(=O)c1ccc(N2CCN(c3ccc(F)cc3)CC2)nc1	6	-13	4	0	3	-4	-10	-1	7
CCOC(=O)N1CCN(C(=S)Nc2ccc(C)cc2)CC1	4	0	-7	0	-5	-8	4	1	-3
CN(C)c1nc(N)nc(-c2nc3ccccc3s2)n1	8	28	-9	0	-5	5	-8	-3	0
CSCC[C@H](NC(=O)N1CCn2c1nc1ccccc12)C(=O)N1CCCCC1	6	-6	0	1	1	-4	-11	3	4
CC(=O)Nc1cccc(NC(=O)CSc2nnnn2C(C)C)c1	0	-1	-1	-3	-2	2	2	-2	5
COc1ccc(NS(=O)(=O)c2cc(NC(=O)CCc3ccccc3)ccc2N2CCOCC2)cc1	4	x	20	0	-2	x	x	x	x
Cn1cc(S(=O)(=O)N2CCCC2)cc1C(=O)NCc1ccc(F)cc1	13	-6	-10	-2	-2	-15	-22	-6	8
Cc1cc(CNC(=O)CC2C(=O)NCCN2CC(c2ccccc2)c2ccccc2)on1 (stereo not given)	-20	-1	-4	-2	-8	-5	-9	-1	5
Cc1cc(NC(=O)C(=O)NCCN2CCN(C(=O)c3cccs3)CC2)ccc1Br	17	1	-14	1	0	1	0	-2	4
